# hgDAF-12 ag = agonists of H. glycines DAF-12 nuclear receptor; HEK293 GAL4-hgDAF12 UAS-luciferase reporter, agonist luminescence; normalized to butyrate control; 370,000 tested, 1.8% active; activation, % at 6.8 µM;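 active = activation above a cutoff set at the mean of all screened compounds plus 3 SD, cut at about 10% in these data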;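 also: 0% = DMSO wells and 100% = sodium butyrate wells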
# ADAM17 inh = ADAM17 inhibition, QFRET primary screen; P78536; 370,000 tested, 0.83% active; inhibition, % at 6.95 µM; recombinant ADAM17, EDANS/DABCYL FRET peptide cleavage;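 active = inhibition above the mean of compounds lying between control limits plus 3 SD, set per campaign, cut at about 8.5% in these data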;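 also: 0% = DMSO-only wells as the low control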
# Target sequence (P78536 215-824 limits assumed): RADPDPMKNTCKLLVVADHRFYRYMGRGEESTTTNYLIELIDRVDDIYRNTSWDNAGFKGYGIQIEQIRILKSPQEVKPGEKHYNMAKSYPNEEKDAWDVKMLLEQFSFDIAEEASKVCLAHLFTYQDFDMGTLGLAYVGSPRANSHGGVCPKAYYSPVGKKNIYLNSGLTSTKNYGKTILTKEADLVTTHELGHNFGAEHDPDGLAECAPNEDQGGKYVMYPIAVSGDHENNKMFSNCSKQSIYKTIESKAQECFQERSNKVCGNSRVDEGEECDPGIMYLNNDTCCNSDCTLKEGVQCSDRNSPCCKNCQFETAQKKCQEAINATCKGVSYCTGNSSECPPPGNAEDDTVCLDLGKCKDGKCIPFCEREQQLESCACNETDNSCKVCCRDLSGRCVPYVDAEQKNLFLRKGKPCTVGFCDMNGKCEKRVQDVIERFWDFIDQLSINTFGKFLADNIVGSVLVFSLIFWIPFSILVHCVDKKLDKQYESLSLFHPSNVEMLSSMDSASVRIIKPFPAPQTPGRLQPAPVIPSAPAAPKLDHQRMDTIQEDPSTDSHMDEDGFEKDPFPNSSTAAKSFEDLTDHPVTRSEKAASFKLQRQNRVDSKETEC
# ssDAF12 agonist = S. stercoralis DAF-12 activation, primary screen. HEK293 ssDAF-12/GRIP1 lit1-tk-luc reporter, luminescence; % of 3 µM dafachronic acid response. activation, % at 6.8 µM. 370,000 tested, 1% active;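 active = activation above the mean over all tested compounds plus 3 SD, cut at about 0.9% in these data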;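 also: 0% = DMSO-only wells and 100% = 3 µM delta7-dafachronic acid wells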
# DAX1 inh-1 = inhibitors of human orphan nuclear receptor DAX1 (NR0B1) | HEK293 Gal4-DAX1 luciferase reporter, luminescence | inhibition, % at 6.75 µM | 340,000 tested, 0.99% active | AID 504766;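 active = inhibition above the mean over all tested compounds plus 3 SD, cut at about 4.2% in these data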;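 also: 0% = DAX1-transfected cells with DMSO and 100% = empty-vector control cells with DMSO; inhibition shows as a rise in luminescence from relieved DAX1 repression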
# Target sequence (P51843 207-470 limits assumed): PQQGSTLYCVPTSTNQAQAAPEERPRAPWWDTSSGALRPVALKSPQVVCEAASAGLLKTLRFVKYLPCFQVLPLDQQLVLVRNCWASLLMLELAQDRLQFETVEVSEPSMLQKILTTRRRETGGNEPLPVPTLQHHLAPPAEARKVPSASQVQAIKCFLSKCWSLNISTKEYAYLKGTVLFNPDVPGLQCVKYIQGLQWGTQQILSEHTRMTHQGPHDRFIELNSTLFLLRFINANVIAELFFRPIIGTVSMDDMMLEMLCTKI
# hcDAF-12 act = H. contortus DAF-12 activation, primary screen; HEK293 hcDAF-12 lit1-tk-luc reporter, luminescence; 0% DMSO, 100% Δ7-dafachronic acid; activation, % at 6.8 µM; 370,000 tested, 1.4% active;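 active = activation above the mean of all tested compounds plus 3 SD, cut at about 5.5% in these data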;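 also: 100% = response to 3 µM Δ7-dafachronic acid high control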
# PG9 binder = binds the HIV-1 gp120 antibody PG9. TR-FRET gp120-PG9 antibody binding. inhibition, % at 6.7 µM. 360,000 tested, 0.43% active. AID 624416; in the data active = inhibition above about 8.5%
# NPR1 activator = GC-A (human) enzyme activation; HEK293 GC-A cells, cGMP TR-FRET, EC30 ANP; 0% at EC30 ANP, 100% saturating ANP; activation, % at 10 µM; 370,000 tested, 0.14% active; P16066; in the data active = activation above about 40%
# ADAM10 inh = inhibits human ADAM10 | O14672 | recombinant ADAM10, EDANS/DABCYL FRET peptide cleavage, 3 h | inhibition, % at 7 µM | 370,000 tested, 0.62% active;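 active = inhibition above a per-campaign cutoff equal to the mean of compounds falling between control-based bounds plus 3 SD, cut at about 20% in these data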;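 also: 0% = DMSO wells while the 100% control is not disclosed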
# SMARCA2 activ = increases SMARCA2 function in MMTV reporter cells; activation, % at 9.1 µM; 370,000 tested, 1% active; MG213 cells, MMTV-luciferase reporter, dexamethasone, overnight; in the data active = activation above about 7.8%;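 also: 0% = vehicle wells and 100% = reference activator wells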
# DAX1 inh-2 = blocks DAX1 repression of SF-1 activated StAR promoter | HEK293T StAR-luciferase reporter, SF-1/DAX-1 repression relief | inhibition, % at 6.8 µM | 370,000 tested, 1.1% active | AID 652010;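 active = inhibition above the mean over all tested compounds plus 3 SD, cut at about 3.6% in these data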;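 also: 0% = DAX-1 cells with DMSO and 100% = cells lacking DAX-1 with DMSO; higher inhibition means more luminescence from relief of DAX-1 repression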
# GAA850 FXN act = increases GAA850 frataxin promoter reporter activity; HEK293 lucGAA850 FXN promoter luciferase reporter, 24 h; percent of 10 µM SAHA response; activation, % at 6 µM; 360,000 tested, 0.56% active; AID 540364;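 active = activation above the average of all compounds screened plus 3 SD, cutoff fixed separately per campaign, cut at about 7.5% in these data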;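 also: 0% = DMSO wells and 100% = 10 µM SAHA wells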
# * = called active by the depositor; i = inactive; · = no result given. Outcome played no part in choosing rows. Share with any hit: about 6.8%.
SMILES,hgDAF-12 ag,ADAM17 inh,ssDAF12 agonist,DAX1 inh-1,hcDAF-12 act,PG9 binder,NPR1 activator,ADAM10 inh,SMARCA2 activ,DAX1 inh-2,GAA850 FXN act
CCn1c(C)nnc1SCC(=O)Nc1ccc(N2CCOCC2)cc1,0.7,-1,-1.4,0.0,-0.7,-1.5,5,-7,-1,-3.0,-0.8
O=C(CSc1nnnn1-c1ccc(F)cc1)Nc1nc2ccccc2s1,1.6,-1,-0.8,0.9,1.8,2.9,-2,6,-3,0.2,1.3
CCOC(=O)c1c(CC(C)C)csc1NC(=O)c1ccccc1C(=O)O,1.5,-4,-0.4,-0.8,-0.2,-0.3,2,-6,-6,-0.6,-0.4
CCc1ccc(C(=O)CN2C(=O)C(C)N(c3ccc(C)cc3)C2=O)cc1 (stereo not given),2.6,1,-1.0,1.7,0.6,-2.5,1,7,3,-0.2,4.6
CCC(OC(=O)CN1C(=O)C(=O)c2ccccc21)C(=O)Nc1ccccc1OC (stereo not given),2.3,-3,-0.9,0.5,0.5,-1.2,-3,-5,-3,0.1,1.2
CC(=O)c1ccc(Cc2ccc(C(C)=O)cc2)cc1,1.7,3,-1.9,-1.6,-1.5,-1.4,0,1,0,-0.4,3.0
Cc1onc(-c2ccccc2)c1C(=O)Oc1cccnc1,4.0,2,-0.7,0.3,-0.3,-1.0,-3,1,2,-1.0,-2.3
O=C(COc1ccccc1O)NC1CCCC1,0.2,-5,-0.9,0.5,1.1,1.2,-1,-2,-3,1.1,-0.3
Cc1ccc(SCC(=O)NC2CC3CCC(C2)N3C)cc1 (stereo not given),1.3,-8,-1.2,1.5,-1.3,0.8,2,-1,-4,0.7,3.9
CCCCOC(=O)C(C)Nc1n[nH]c(=S)[nH]c1=O (stereo not given),-0.6,-2,-1.0,·,-1.4,1.5,-3,-10,-2,-0.4,·
Cc1ccc(C)c(N=C2NC(=O)CS2)c1,-2.1,4,-0.8,2.6,-0.8,1.3,-6,-2,2,0.3,1.0
CC(=O)c1ccc(S(=O)(=O)N2CCN(c3ccnc4cc(Cl)ccc34)CC2)cc1,-5.1,2,-1.4,-2.5,-0.7,-1.1,-6,6,-2,-3.2,-1.9
COc1ccc(C(=O)C2CCCN(S(=O)(=O)c3cccnc3)C2)c(C)c1 (stereo not given),-1.2,4,-1.9,-1.3,-2.0,0.5,-2,9,-3,0.3,1.1
Cc1ccc(S(=O)(=O)NCC(=O)N(CC(=O)NCC2CCCO2)c2cccc(F)c2)cc1 (stereo not given),0.0,-2,-1.4,0.6,-2.0,0.1,-1,0,-2,-0.3,-1.8
Cc1ccc(NC(=O)COC(=O)Cc2ccsc2)cc1S(=O)(=O)N(C)C,-0.6,-7,-0.9,3.6,-1.6,-1.0,7,-6,-3,0.4,0.8
Cc1ccc(NC(=O)CSc2nnc(-c3cc(C)[nH]n3)n2N)cc1,2.1,1,-1.0,0.1,1.5,-1.0,-3,-3,-4,-3.4,-2.3
CC1(C)CC(=O)C([N+](=O)[O-])=C(NCCCO)C1,1.2,3,-1.1,1.0,-0.1,-2.1,5,6,-2,0.4,-0.4
C[C@@H](C(=O)Nc1ccc2ccccc2c1)[C@H]1C[C@]1(C)[C@H](NC(=O)c1cnccn1)c1ccccc1,-1.8,-5,-1.5,-0.8,-0.1,0.1,-1,-2,0,0.1,-1.4
Cc1ccccc1NC(=O)CCC(=O)OCC(=O)c1ccc(-c2ccccc2)cc1,1.1,-5,-1.2,-1.0,1.3,13*,5,5,5,0.9,1.3
CC(=O)N1CCN(c2ccccc2NC(=O)c2ccc(-c3cccc([N+](=O)[O-])c3)o2)CC1,-0.1,-2,0.0,-0.9,1.3,1.3,1,-2,-2,0.3,1.7
CCCCCCN1C[C@H](n2cc(C3CC3)nn2)[C@@H](O)C[C@@H]1c1ccc(Cl)cc1,-0.9,0,-1.1,0.2,-0.7,-2.1,-7,-9,0,-0.4,-0.3
Cn1ncc(N)c1C(=O)Nc1cccc(C(F)(F)F)c1,0.1,1,-1.3,0.8,0.9,-2.5,-1,-2,-1,-0.3,-0.6
CCc1ccc(NC(=O)c2ccc3c(=O)n4c(nc3c2)CCCCC4)cc1,0.0,-3,-1.4,-2.0,-0.6,-2.8,3,-2,1,-0.2,0.9
O=C(COC(=O)c1cccc(O)c1)Nc1ccc(OC(F)F)cc1,-0.9,-1,-0.1,0.2,0.8,-0.4,0,4,5,0.2,2.5
Cc1ccc(CN2CC(N3CCCC3)CS2(=O)=O)cc1 (stereo not given),-1.2,-7,-0.9,·,1.4,-0.2,4,-8,-1,0.3,·

# Given with two lines to a compound: entries from further up
# The line under a structure holds: hgDAF-12 ag | ADAM17 inh | ssDAF12 agonist | DAX1 inh-1 | hcDAF-12 act | PG9 binder | NPR1 activator | ADAM10 inh | SMARCA2 activ | DAX1 inh-2 | GAA850 FXN act
CC(=O)c1ccc(S(=O)(=O)N2CCN(c3ccnc4cc(Cl)ccc34)CC2)cc1
    -5.1 | 2 | -1.4 | -2.5 | -0.7 | -1.1 | -6 | 6 | -2 | -3.2 | -1.9
CCOC(=O)c1c(CC(C)C)csc1NC(=O)c1ccccc1C(=O)O
    1.5 | -4 | -0.4 | -0.8 | -0.2 | -0.3 | 2 | -6 | -6 | -0.6 | -0.4

# Back to the main list, repeating the four entries before the break.
SMILES,hgDAF-12 ag,ADAM17 inh,ssDAF12 agonist,DAX1 inh-1,hcDAF-12 act,PG9 binder,NPR1 activator,ADAM10 inh,SMARCA2 activ,DAX1 inh-2,GAA850 FXN act
Cn1ncc(N)c1C(=O)Nc1cccc(C(F)(F)F)c1,0.1,1,-1.3,0.8,0.9,-2.5,-1,-2,-1,-0.3,-0.6
CCc1ccc(NC(=O)c2ccc3c(=O)n4c(nc3c2)CCCCC4)cc1,0.0,-3,-1.4,-2.0,-0.6,-2.8,3,-2,1,-0.2,0.9
O=C(COC(=O)c1cccc(O)c1)Nc1ccc(OC(F)F)cc1,-0.9,-1,-0.1,0.2,0.8,-0.4,0,4,5,0.2,2.5
Cc1ccc(CN2CC(N3CCCC3)CS2(=O)=O)cc1 (stereo not given),-1.2,-7,-0.9,·,1.4,-0.2,4,-8,-1,0.3,·
Cc1cc(N2CCN(C(C(=O)NC3CCCC3)C(C)(C)C)CC2)c2ccccc2n1 (stereo not given),-1.9,-4,-2.0,·,0.3,0.3,-3,-12,0,0.7,·
O=C(Nc1nc2c(F)cc(F)cc2s1)c1ccccn1,13*,-9,0.7,-1.7,7.0*,2.0,12,-12,11*,2.5,3.9
CCOP(=O)(OCC)C(Nc1cccc([N+](=O)[O-])c1)c1ccccc1 (stereo not given),-0.8,-2,-2.0,0.3,1.3,-0.5,-6,2,1,-0.1,0.7
CCOc1ccccc1-c1nnc(SCC(=O)NC2(C#N)CCCC2)o1,0.3,0,-0.9,-0.2,-2.0,-2.5,-1,-1,3,0.1,-0.1
Cc1ccccc1N1CCN(CCN2C(=O)CC(=C3c4ccccc4-c4ccccc43)C2=O)CC1,-2.7,1,-1.1,1.0,2.0,3.1,-3,3,-1,-1.4,2.5
[O-]/C(=C(\C(=S)NCc1ccc2c(c1)OCO2)[n+]1ccccc1)c1ccc(Cl)s1,-2.9,-1,-1.3,1.8,-2.0,0.9,-1,-2,-4,-0.7,4.2
CCN(C(=O)CSc1nc2ccc(Cl)cc2[nH]1)C1CCS(=O)(=O)C1 (stereo not given),7.3,-3,-1.1,0.0,0.1,-1.0,1,-1,-1,-0.6,-0.8
CCOc1ccccc1C(=O)NCC(=O)NCCCc1ccccc1,-1.3,0,-1.9,-0.4,-0.1,0.1,-5,11,4,-0.5,0.7
CN1CCN(C(=O)c2cc(-c3ccco3)on2)CC1,3.2,-5,-1.0,1.1,2.5,-0.3,-2,4,-2,0.4,-0.1
O=C(CO/N=C/c1ccc(OC(F)F)cc1)NCc1ccc(F)cc1,-3.3,5,-1.1,3.2,-1.5,1.3,2,5,-3,0.1,1.9
COc1ccccc1C(=O)N/C(N)=N/c1nc2ccccc2o1,3.9,-1,1.1*,0.4,7.0*,-1.8,-6,-5,6,0.8,4.0
CCOC(=O)N1CCC(N2CCN(Cc3ccc(F)c(F)c3)C(CCO)C2)CC1 (stereo not given),-2.1,2,-1.1,-0.8,1.3,-3.4,-1,5,-1,-0.2,-0.1
CCOC(=O)N1CCN(C(=S)Nc2ccccc2C(C)C)CC1,-0.8,-3,-0.8,-0.3,-0.1,-0.7,-3,-4,-4,-0.2,1.2
COc1ccc(NC(=S)N2CCC(c3ccccc3)C2)cc1 (stereo not given),12*,2,-0.1,1.4,4.2,-3.5,-1,4,6,2.3,5.7
CCN(CC)CCNCC(=O)N1c2ccccc2CCc2ccc(NC(=O)OC)cc21,0.0,-3,-1.7,-1.2,-1.0,-0.4,3,3,-2,-0.5,-0.4
Cc1ccccc1C(=O)NC(CC(C)C)C(=O)OCC(=O)c1c(N)n(C)c(=O)n(C)c1=O (stereo not given),0.4,0,-1.5,-1.7,-0.3,-0.5,7,1,-1,-0.5,0.1
COC(=O)CSc1nnc(-c2ccoc2C)n1-c1ccc(OC)cc1,-1.4,-2,-0.7,1.4,1.4,0.0,-9,2,1,0.3,-0.8
CC1CCC(C(=O)NC(C(=O)Nc2ccccn2)C(C)C)CC1 (stereo not given),-1.0,2,-1.5,-2.2,-0.3,-2.5,-1,1,4,-0.2,0.9
CCCC(=O)c1cc2ccccc2oc1=O,0.0,1,-1.3,-0.8,-1.4,-1.0,2,-10,-3,0.4,-2.1
COc1cccc2sc3cc(NCCCN4CCOCC4)ccc3c(=O)c12,-3.8,-322,-1.9,-0.8,-0.9,1.4,9,i,-2,-0.1,3.3
O=C1Nc2ccccc2OC1CC(=O)N1CCCC1 (stereo not given),3.2,0,-1.3,-0.1,1.9,-1.1,2,-6,0,-0.4,0.1
COc1ccc(CN2CC(C(N)=O)Oc3ccccc32)cc1F (stereo not given),-2.1,-1,-1.7,-1.3,-1.6,-1.2,-5,5,0,-0.4,-0.5
Cc1cc(C)c(NC(=O)CNC(=O)COC(=O)/C=C/c2cccs2)c(C)c1,2.4,-5,-1.1,-0.8,-1.5,-1.6,-1,1,-1,-0.4,-0.3
Cc1c(C)n(CCO)c2ncnc(Nc3ccc(F)cc3)c12,5.3,2,-0.7,1.1,0.1,-0.5,6,0,3,1.0,4.3
O=C(NCc1ccccc1)C(c1cccnc1)N(C(=O)c1ccccn1)c1ccc(F)cc1 (stereo not given),-0.4,-3,-1.4,-1.3,0.3,-0.5,2,-1,-3,-0.1,1.1
CC(Sc1nnc(C2CCCCC2)n1N)C(=O)NCc1ccc2c(c1)OCO2 (stereo not given),-2.5,-5,-1.0,-0.3,-2.1,0.0,1,-2,-1,0.1,0.2
O=C(O)c1ccc(NNC(=S)Nc2cc(C(F)(F)F)ccc2Cl)cc1,-0.2,-3,-1.5,-0.9,-2.9,-1.2,4,-6,0,-0.3,-0.5
CCN(Cc1ccccc1)C(=O)CSc1ccccc1C(=O)O,1.3,-3,-1.2,-1.2,-0.5,-1.1,0,0,-2,-1.7,-0.2

# High-throughput results: PubChem, several laboratories
